HSF1 inh = HSF1 inhibition; NIH3T3-HGL HSE-luciferase, MG132-induced, luminescence 8 h; hits give low values; activity change, negative = inhibition, % at 7.5 µM (by protocol); actives 0.77% (n = 300,000); AID 2098;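 active = more than half of replicate wells show activity change below -50%, luminescence cut by over half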;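 also: luciferase reports HSF-1 transcriptional activity via heat shock element; 0% = median of DMSO wells and -100% = zero luminescence signal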
AI-2 QS modul = Vibrio harveyi AI-2 quorum sensing modulation | Vibrio harveyi JMH597 AI-2 luminescence/OD600 ratio, 9 h; hits give low values; strain lacks LuxN and CqsS sensors; 0 = neutral-control median | activity change, % at 7.5 µM | actives 0.4% (n = 300,000) | AID 2094; in the data active = activity change below about -75%, passing the limit was not always enough;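 also: luminescence divided by OD600 gain over 9 h not by final OD600 alone; inactives centre near 13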
HSP90 refold inh = blocks HSP90-mediated luciferase refolding in reticulocyte lysate; Rabbit reticulocyte lysate, luciferase refolding luminescence, 3 h; AID 1789; actives 0.91% (n = 290,000); inhibition, % at 5.6 µM;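 active = inhibition above the screen-wide mean plus 3 SD, computed separately per campaign, cut at about 16% in these data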;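 also: 0% = DMSO wells and 100% = 60 µM geldanamycin wells; inhibitors lower the luminescence because luciferase stays unfolded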
GSK3 alpha inh = human GSK-3 alpha kinase inhibition. actives 0.1% (n = 320,000). ADP-Glo luminescence, 60 min. inhibition, % at 10 µM;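 in the data active = inhibition above about 50%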;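 also: GST-tagged GSK-3 alpha with peptide substrate and 25 µM ATP; 0% = DMSO neutral wells and 100% = GW8510 positive control wells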
Target sequence (P49840 whole entry, looked up): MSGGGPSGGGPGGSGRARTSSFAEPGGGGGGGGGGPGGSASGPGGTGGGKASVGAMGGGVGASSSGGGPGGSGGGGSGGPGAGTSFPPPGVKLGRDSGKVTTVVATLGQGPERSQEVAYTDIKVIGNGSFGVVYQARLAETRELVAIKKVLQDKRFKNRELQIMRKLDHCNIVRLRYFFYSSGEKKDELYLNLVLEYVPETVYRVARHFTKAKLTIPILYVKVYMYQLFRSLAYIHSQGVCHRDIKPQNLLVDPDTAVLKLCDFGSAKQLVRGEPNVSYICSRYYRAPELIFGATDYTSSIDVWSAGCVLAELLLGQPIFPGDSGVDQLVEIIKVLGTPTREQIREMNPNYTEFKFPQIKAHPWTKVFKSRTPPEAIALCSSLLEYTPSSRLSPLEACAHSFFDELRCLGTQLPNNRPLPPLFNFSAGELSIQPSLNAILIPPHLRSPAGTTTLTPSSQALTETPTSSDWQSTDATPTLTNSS
aSyn UTR inh = 5' untranslated region of α-synuclein, MLPCN primary screen; inhibition, % (tested at 7.5 µM); alpha-synuclein 5'UTR reporter, inhibitor activity; actives 0.82% (n = 300,000); AID 1813; in the data active = inhibition above about 60%;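 also: H4 neuroglioblastoma cells stably carrying SNCA 5'UTR luciferase fusion; 0% = DMSO wells and 100% = positive control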
KLF5 inh = inhibitors of KLF5 expression | AID 1700 | DLD-1 KLF5 promoter-luciferase reporter, luminescence | actives 0.23% (n = 290,000) | inhibition, % at 5 µM;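 active = inhibition above a per-plate limit of that plate's mean compound inhibition plus 3 SD, cut at about 60% in these data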;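 also: 0% = DMSO wells and 100% = LY294002 at 200 µM; higher means less KLF5 promoter-driven luciferase light; inactives centre near -14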
IEC-6 cytotox = IEC-6 cytotoxicity, counter-screen for KLF5 inhibitors; AID 1825; inhibition, % at 5 µM; actives 0.78% (n = 290,000); luminescence viability; in the data active = inhibition above about 22%;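 also: 0% = plate median of test compound wells and 100% = cytotoxic reference compound wells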
HSF1 activator = increases HSF-1 driven luciferase reporter signal. NIH3T3-HGL HSF-1 luciferase reporter, MG132, 8 h; 100% = twice DMSO control signal. activation, % at 9 µM. actives 1.7% (n = 300,000);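 active = mean replicate activation of at least 50% with a set share of replicates each reaching 50%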;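 also: 0% = median of the neutral control wells and 100% = twice that signal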
GSK3B inh = human GSK3beta kinase inhibition | P49841 | activity score (negative = inhibition), % at 10 µM | actives 0.038% (n = 300,000) | GST-GSK3beta kinase, ADP-Glo luminescence, 60 min; hits give low values;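 active = more than half of replicate wells score below -50%, meaning over 50% inhibition versus plate controls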;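 also: 0% = median DMSO wells and -100% = median GW8510 positive control wells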
Target sequence (P49841 whole entry, looked up): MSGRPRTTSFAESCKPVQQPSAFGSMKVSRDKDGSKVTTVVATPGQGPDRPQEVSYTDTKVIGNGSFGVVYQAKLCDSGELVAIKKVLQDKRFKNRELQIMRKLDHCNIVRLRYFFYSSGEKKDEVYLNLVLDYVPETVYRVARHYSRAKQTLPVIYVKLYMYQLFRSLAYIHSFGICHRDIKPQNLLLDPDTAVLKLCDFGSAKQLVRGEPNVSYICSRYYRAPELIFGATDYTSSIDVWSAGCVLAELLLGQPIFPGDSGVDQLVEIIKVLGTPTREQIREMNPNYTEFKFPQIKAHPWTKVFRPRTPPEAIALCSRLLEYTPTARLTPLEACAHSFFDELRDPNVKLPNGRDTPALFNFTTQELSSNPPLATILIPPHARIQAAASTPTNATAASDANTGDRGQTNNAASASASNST
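Test system: GST-fused GSK3beta enzyme, cell-free | Quantity: 1.6 ng GST-GSK3beta enzyme per well | Reagent: 25 µM ATP with peptide substrate | Schedule: 60 min enzyme reaction, room temperature | Signal: Luminescent ADP-Glo measurement of ADP formed | Read-out basis: Score relative to plate controls | Control set: DMSO and 20 µM GW8510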
PolyA inh = blocks polyadenylation in yeast reporter cells; AID 1875; actives 0.02% (n = 300,000); calls only at 12 µM; S. cerevisiae SKY197-pL101 polyadenylation reporter, beta-gal luminescence; efflux-impaired pdr1/pdr3 knockout yeast; score 100 = 6 SD above DMSO;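 active = lowest replicate activity score at least 50, where 100 means six control SD above control mean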;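 also: yeast exposed to compound for 9 h at 30 °C; higher score means more reporter readthrough which indicates perturbed polyadenylation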
The depositor's hits bear a star; i = inactive; . = no result given. Some of the compounds tested; rates above refer to the full screens.

Sample of the layout, 2 compounds:
SMILES	HSF1 inh	AI-2 QS modul	HSP90 refold inh	GSK3 alpha inh	aSyn UTR inh	KLF5 inh	IEC-6 cytotox	HSF1 activator	GSK3B inh	PolyA inh
Clc1ccc(Cn2nc(-c3ccccc3)nc2-c2ccccc2)cc1	38	25	0	1	-114	-1	0	53*	2	i
O=C(CSc1nnc(-c2ccccc2)n1-c1ccc(Cl)cc1)N/N=C/c1ccco1	-4	22	0	-2	-1	-25	-2	-13	-1	i

This part in full, from the first entry:
SMILES	HSF1 inh	AI-2 QS modul	HSP90 refold inh	GSK3 alpha inh	aSyn UTR inh	KLF5 inh	IEC-6 cytotox	HSF1 activator	GSK3B inh	PolyA inh
Clc1ccc(Cn2nc(-c3ccccc3)nc2-c2ccccc2)cc1	38	25	0	1	-114	-1	0	53*	2	i
O=C(CSc1nnc(-c2ccccc2)n1-c1ccc(Cl)cc1)N/N=C/c1ccco1	-4	22	0	-2	-1	-25	-2	-13	-1	i
CC(C)(C)n1nnnc1C(c1cccs1)N1CCN(Cc2ccccc2)CC1 (stereo unspecified)	-13	14	-1	-2	11	-6	4	-22	3	i
CC(C)(C)OC(=O)N1CCC[C@H]1c1nnc(SCc2cccc(Cl)c2)o1	-24	25	9	0	-28	8	6	-38	4	i
O=[N+]([O-])c1cc(Cl)cc(/C=N/NC(=S)Nc2cc(S(=O)(=O)N3CCOCC3)ccc2Cl)c1O	3	10	-1	-1	-1	-20	-9	-11	1	i
COc1ccc(NC(=O)c2ccc(NC(=O)c3ccncc3)cc2)cc1	-3	20	-3	-1	-1	-22	6	-12	-2	i
CCOc1ccc(-c2cc(C(=O)N3CCC(C)CC3)c3ccccc3n2)cc1	26	15	0	-3	-128	-46	1	37	3	i
CCC(NS(=O)(=O)c1cn(C)nc1C)c1ccccc1 (stereo unspecified)	-1	24	3	-2	17	-11	-2	-8	0	i
COc1ccc(-n2cnnc2SC(C)C(=O)Nc2cccc([N+](=O)[O-])c2)cc1 (stereo unspecified)	7	18	1	-1	17	2	6	-5	1	i
CCSc1nc(-c2cccnc2)ccc1C#N	-4	17	-2	5	-8	-39	0	-12	-5	i
O=C(NCc1ccco1)C1CCCCN1S(=O)(=O)c1ccc(F)cc1 (stereo unspecified)	-3	13	4	0	2	-14	0	3	3	i
O=C(/C=C/c1ccccc1)NC(=O)c1ccccc1O	57	24	0	3	-157	-83	-6	44	4	i
O=C(CC1NCCNC1=O)Nc1cc(Cl)cc(Cl)c1 (stereo unspecified)	-9	4	-1	1	-3	-21	-1	3	-26	i
CN1CCN(c2ccccc2NC(=O)c2ccc([N+](=O)[O-])cc2Cl)CC1	-3	15	-1	1	-4	-43	0	-13	-1	i
O=C(CSc1ccccc1C(=O)NCCCN1CCCC1=O)NCc1ccco1	2	0	6	-1	-33	-11	-1	6	0	i
COc1ccc(S(=O)(=O)NC(C)C(=O)NCc2ccco2)cc1OC (stereo unspecified)	-6	.	-5	11	4	4	-2	6	.	i
Cc1ccc(NC(=O)CN2C(=O)N/C(=C\c3cccn3-c3cccc(C(=O)O)c3)C2=O)cc1	2	16	1	.	-4	-27	-8	15	-18	i
O=C(c1ccc(-n2ccnc2)cc1)N1CCCC(CO)(Cc2cccc(Cl)c2)C1 (stereo unspecified)	-4	5	-4	1	17	-30	-1	0	-1	i
Cc1cccc(/N=C/c2ccccn2)n1	1	4	.	0	-7	.	.	26	-2	i
Cc1cc(C(=O)CSc2nc(N)cc(=O)[nH]2)ccc1F	-31	13	-2	-1	3	-137	1	-30	-2	i
COc1ccc(CN(C)CC(=O)Nc2ccccc2C(F)(F)F)cc1	-26	7	1	-3	11	-19	1	-39	4	i
NC(=O)CC1NC(=O)c2ccccc21 (stereo unspecified)	0	7	3	-1	2	-20	-4	22	-3	i
CCN(c1ccccc1)S(=O)(=O)c1ccc(C(=O)N2CCCC(C(F)(F)F)C2)cc1 (stereo unspecified)	-3	3	.	-2	8	.	.	-8	1	i
CC(O)CNc1nc2c(c(=O)n(Cc3ccccc3)c(=O)n2C)n1C (stereo unspecified)	1	24	-3	-2	13	-29	-2	27	4	i
COCCCNC(=O)c1cc(C)nn1-c1ccccc1	-1	8	1	-2	-3	-4	-6	15	1	i
COc1cccc(C2C3=C(CCCC3=O)NC3=C2C(=O)c2ccccc23)c1 (stereo unspecified)	-2	14	-2	4	7	-13	-2	24	1	i
NC(=S)NN=C1c2cc(S(=O)(=O)N3CCOCC3)ccc2-c2ccc(S(=O)(=O)N3CCOCC3)cc21	1	23	-3	-1	23	10	-3	11	-3	i
Cc1cc(F)ccc1N1CCC(N2CCN(C(C)C)C(CCO)C2)CC1 (stereo unspecified)	-7	-3	-4	2	10	-9	-2	-9	-12	i
COc1ccc(OC)c(NC(=O)CSc2nc3ccccc3c(=O)n2CC2CCCO2)c1 (stereo unspecified)	4	3	-3	2	41	-6	1	-8	-3	i
NS(=O)(=O)c1ccc(CCNc2ncnc3c2c(-c2ccccc2)cn3-c2ccc(F)cc2)cc1	-9	31	1	-3	31	12	0	-9	1	i
COc1cccc(C2=NN(S(C)(=O)=O)C(c3cccs3)C2)c1 (stereo unspecified)	11	15	-1	-2	-107	-54	6	6	-1	i
CCCn1c(=O)[nH]c(=O)c2c1nc(-c1cc([N+](=O)[O-])ccc1Cl)n2CCOC	9	5	5	8	17	-14	6	15	1	i
O=C(Cn1cnc2ccccc21)N/N=C/c1cccs1	-1	32	5	-1	-1	4	-2	-4	-2	i
CC(=O)Nc1cccc(-c2csc(Nc3ncccn3)n2)c1	33	0	-5	.	-170	-99	2	48	1	i
COC(=O)c1c(NC(=O)c2ccc(S(=O)(=O)N3CCOCC3)cc2)sc2c1CCN(C)C2	.	.	3	0	.	14	-1	.	.	.
COc1ccc(NC(=O)c2cc([N+](=O)[O-])ccc2N2CCN(C)CC2)cc1	-5	9	6	-4	-2	-33	3	12	2	i
Brc1ccccc1-c1nnc(SCc2nc3ccccc3s2)o1	11	-65	-1	-2	-244	-21	-3	54*	-1	i
CCn1c(SCC(=O)Nc2ccc3c(c2)OCO3)nnc1C1CC1	-9	.	-1	-3	-5	-6	-1	-1	.	i
Cc1ccc(C(C)(C)C)cc1S(=O)(=O)N1CC(=O)Nc2ccccc21	1	15	1	-2	9	16	-8	2	-10	i
COc1cc(COCC(O)CN2CCOCC2)cc(OC)c1OC (stereo unspecified)	-9	18	-2	0	12	-10	0	-11	5	i
C/C(=N\NC(=O)c1ccoc1C)c1ccccc1	13	28	20*	1	-127	-89	0	36	-1	i
O=C(O)c1ccc2c(c1)OCCCO2	0	7	1	-3	0	-13	1	0	1	i
Cc1ccc(OCCn2c(=O)oc3ccc(C)cc32)cc1	18	12	6	0	1	-7	5	14	2	i
CCN1C(=O)[C@H]2[C@@H](c3ccc(-c4ccc(OC)cc4)cc3)N[C@@](C)(C(=O)OC)[C@H]2C1=O	4	34	.	-5	22	.	.	0	0	i
CCCCN1C(=O)NC(NS(=O)(=O)c2ccc(N)cc2)(C(F)(F)F)C1=O (stereo unspecified)	-1	.	4	3	1	-3	6	12	.	i
CCc1nc(SCCO)c2oc3ccccc3c2n1	-7	26	1	1	20	-6	-3	-11	-1	i
CCN(CC)S(=O)(=O)c1ccc2[nH]cc(C(=O)NCCCN3CCCCC3)c(=O)c2c1	-7	8	6	-3	20	9	-1	-13	-1	i
O=C(c1ccccc1F)N1CCN(S(=O)(=O)c2ccc(Br)cc2)CC1	7	14	-3	-1	8	9	2	-6	0	i
O=C(OC1CCCCC1)c1ccc(NC(=O)c2ccco2)cc1	-1	-79*	-8	1	-45	-87	32*	-5	3	i
CCOCC(=O)Nc1cc(C)on1	-3	3	0	-1	15	-24	-4	7	0	i
C/C(=N\Nc1nc2ccccc2[nH]1)c1cccs1	60	20	-1	.	-116	-111	7	106*	-2	i
COC(=O)Cc1c(C)nc2nc(NCc3c(F)cccc3Cl)[nH]n2c1=O	-3	10	1	-4	-1	-7	-5	0	3	i
Cc1ccc2oc(C(=O)Nc3nonc3C)c(C)c2c1	20	14	7	.	-106	-88	6	1	-1	i
CCCCCc1ccc(-c2cn(Cc3ccc4ccccc4c3)nn2)cc1	1	7	-5	2	-16	-30	-1	-13	0	i
CSc1ccccc1NC(=O)CSc1n[nH]c(N)n1	4	11	1	1	18	-8	-5	7	-1	i
O=C(Nc1ccc2c(c1)OCO2)N1CCN(c2ccccc2)CC1	-5	24	0	-1	-195	-24	5	1	3	i
CC(=O)c1cccc(NC(=O)c2cc(C)nn2-c2ccccc2)c1	22	1	-5	0	-17	-38	-6	24	0	i
CCNS(=O)(=O)c1ccc(CCC(=O)N2CCN(c3ccccc3F)CC2)cc1	-6	.	1	1	-2	-9	-4	-8	.	i
COc1ccc(CN2CCNC(=O)C2CC(=O)NCCc2cnccn2)cc1C (stereo unspecified)	-6	14	3	.	-7	-24	8	0	2	i
COc1ccc(CNC(=O)/C=C/c2ccco2)cc1OC	-2	-54	2	-1	6	-6	0	4	0	i

Continuation:
SMILES	HSF1 inh	AI-2 QS modul	HSP90 refold inh	GSK3 alpha inh	aSyn UTR inh	KLF5 inh	IEC-6 cytotox	HSF1 activator	GSK3B inh	PolyA inh
Cc1nnc(SCC(=O)N2CCOCC2)n1C	-8	15	0	2	-19	-12	-4	-9	0	i
COc1ccccc1CNC(=O)C(NC(=O)Nc1ccccc1)C(C)C (stereo unspecified)	-3	7	-5	1	15	-3	-9	-13	-5	i
CCCCC(=O)Nc1ccc2c(c1)nc(CCN1CCOCC1)n2C	10	12	-2	-2	16	-12	-2	23	-1	i
COc1ccc(-c2c(C)c3cc(O)ccc3oc2=O)cc1OC	26	8	-1	-1	-25	-31	-6	67*	-1	i
COc1ccc(CCN2CC(C(=O)N3CCC(OC)CC3)CCC2=O)cc1 (stereo unspecified)	3	13	2	1	2	-13	0	-1	5	i
N#CC1(NC(=O)COC(=O)c2cc([N+](=O)[O-])ccc2N2CCCC2)CCCCC1	-4	30	.	1	7	.	.	11	-1	i
CCN(C(=O)c1cc2c(=O)[nH]c3ccc(C)cc3c2s1)c1ccc(F)cc1	-76*	9	-5	-5	-8	-16	3	-82	8	i
CCCCc1ncc(CN2CCC(n3nccc3NC(=O)c3ccccc3Cl)CC2)[nH]1	-12	24	0	0	-27	19	-3	-7	7	i
CCc1nc2c(c(=O)[nH]1)C1(CCCC1)Cc1ccccc1-2	-4	14	4	3	24	1	9	-3	1	i
CCCn1c(-c2ccc(OC)cc2)nc2nc3ccccc3nc21	0	9	0	-2	-23	-8	5	21	-3	i
COc1cc(/C=N/NC(=O)COc2ccc(Cl)cc2)ccc1OS(=O)(=O)c1ccc(C)cc1	1	14	0	-3	-46	-13	3	-3	4	i
COc1ccc(C(=O)N/C(=C\c2ccccc2)C(=O)NCCCn2ccnc2)cc1	3	-3	-2	2	-18	-2	-2	9	2	i
Cc1cc(NC(=O)CSc2n[nH]c(-c3cccs3)n2)no1	-2	13	-1	-2	-15	-20	-4	-4	1	i

Screens deposited in PubChem by several laboratories.
